# Assay outcomes from PubChem.
# Fam108B inh: Fam108B inhibition, counter-screen for RBBP9 inhibitors; recombinant Fam108B, FP-Rh probe fluorescence polarization; 300,000 compounds, 0.33% hits; inhibition, % at 9.51 µM;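 active means inhibition above the screen mean inhibition plus 3 SD, computed separately per campaign, cut at about 18% in these data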;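 further: inhibitors lower polarization as less probe binds the enzyme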
# PME-1 inh: PME-1 (human) inhibition. Q9Y570. recombinant PME-1, FP-Rh probe fluorescence polarization. inhibition, % at 5.9 µM. 320,000 compounds, 0.53% hits. AID 2130;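 active means inhibition above the campaign mean of all compounds plus 3 SD, cut at about 26% in these data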;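 further: competitive labeling of PME-1 active site by serine hydrolase directed probe; 0% = PME-1 with DMSO and 100% = wells lacking PME-1 enzyme; inhibitors block probe labeling so polarization falls and inhibition rises; many of its hits are not listed in these tables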
# PAFAH2 inh: inhibitors of human PAFAH2; recombinant PAFAH2, FP-rhodamine activity probe, fluorescence polarization; AID 492956; inhibition, % at 3.39 µM; Q99487; 340,000 compounds, 0.99% hits;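 active means inhibition above the mean over all tested compounds plus 3 SD, cut at about 30% in these data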;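 further: inhibitors block probe labeling of enzyme so polarization drops; 0% = enzyme with DMSO and 100% = wells lacking PAFAH2 protein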
# PAFAH1B2 FP inh: PAFAH1B2 (human) inhibition | P68402 | recombinant PAFAH1B2, FP-rhodamine activity probe, fluorescence polarization | inhibition, % at 3.39 µM | 340,000 compounds, 1.2% hits | AID 492953;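 active means inhibition above the mean of all tested compounds plus 3 SD, cut at about 24% in these data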;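 further: 0% = enzyme with DMSO and 100% = wells lacking PAFAH1B2; many of its hits are not listed in these tables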
# Target sequence (P68402 whole entry, looked up): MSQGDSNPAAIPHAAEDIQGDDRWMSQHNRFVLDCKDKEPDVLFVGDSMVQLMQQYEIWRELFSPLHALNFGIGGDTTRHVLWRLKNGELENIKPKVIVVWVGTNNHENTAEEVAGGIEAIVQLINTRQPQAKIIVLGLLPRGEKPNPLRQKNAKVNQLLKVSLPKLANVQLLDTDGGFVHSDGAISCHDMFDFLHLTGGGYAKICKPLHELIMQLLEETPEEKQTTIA
# GSTO1 inh: blocks human GSTO1 in RBBP9 counter-screen; AID 1974; recombinant GSTO1, activity-based probe fluorescence polarization; 300,000 compounds, 1.1% hits; P78417; inhibition, % at 5.96 µM;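 active means inhibition above the campaign mean inhibition plus 3 SD, cut at about 35% in these data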;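 further: 0% = GSTO1-1 with DMSO and 100% = wells lacking GSTO1-1 enzyme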
# Target sequence (P78417 whole entry, looked up): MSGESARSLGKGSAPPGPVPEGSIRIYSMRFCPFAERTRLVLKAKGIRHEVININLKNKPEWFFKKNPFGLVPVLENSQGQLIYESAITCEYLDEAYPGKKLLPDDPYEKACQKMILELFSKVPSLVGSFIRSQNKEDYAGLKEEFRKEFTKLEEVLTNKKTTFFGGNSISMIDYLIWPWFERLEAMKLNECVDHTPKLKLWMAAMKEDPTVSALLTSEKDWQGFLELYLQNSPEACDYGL
# PAD4 inh: blocks human protein arginine deiminase 4 | Q9UM07 | recombinant PAD4, RCA probe fluorescence polarization | inhibition, % at 6.36 µM | 330,000 compounds, 0.41% hits | AID 485272;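 active means percent inhibition above a cutoff equal to the mean of all tested compounds plus 3 SD, cut at about 15% in these data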;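 further: 0% = PAD4 with RCA probe and DMSO and 100% = probe without PAD4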
# pPAFAH inh: inhibitors of human plasma PAF acetylhydrolase (pPAFAH). 330,000 compounds, 1.5% hits. recombinant pPAFAH, FP-rhodamine probe fluorescence polarization. Q13093. inhibition, % at 3.39 µM;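 active means inhibition above the mean inhibition across the screen plus 3 SD, cut at about 25% in these data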;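 further: inhibitors block binding of the rhodamine activity-based probe so polarization drops; 0% = enzyme with DMSO and 100% = wells lacking pPAFAH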
# LYPLA1 inh: LYPLA1 (human) inhibition in PME1 counter-screen; recombinant LYPLA1, FP-Rh probe fluorescence polarization; inhibition, % at 5.9 µM; 320,000 compounds, 0.16% hits;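 active means inhibition above the mean of all tested compounds plus 3 SD, set per campaign, cut at about 14% in these data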;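 further: inhibitors block serine hydrolase probe labeling of LYPLA1 so polarization falls; 0% = enzyme with DMSO and 100% = wells lacking LYPLA1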
# Target sequence (O75608 whole entry, looked up): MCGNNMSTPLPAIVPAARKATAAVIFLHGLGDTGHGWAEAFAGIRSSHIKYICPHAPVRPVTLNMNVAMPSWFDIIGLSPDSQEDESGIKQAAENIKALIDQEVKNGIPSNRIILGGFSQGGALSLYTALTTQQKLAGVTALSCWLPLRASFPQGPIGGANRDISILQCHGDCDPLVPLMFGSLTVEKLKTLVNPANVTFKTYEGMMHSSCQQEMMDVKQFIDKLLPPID
# PAFAH1B3 FP inh: PAFAH1B3 (human) inhibition. recombinant PAFAH1B3, FP-rhodamine probe, fluorescence polarization. inhibition, % at 3.39 µM. 340,000 compounds, 0.28% hits. AID 492972;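 active means inhibition above the screen-wide average of all tested compounds plus 3 SD, cut at about 25% in these data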;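 further: 0% = enzyme with DMSO only and 100% = wells lacking PAFAH1B3 protein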
# Target sequence (Q15102 whole entry, looked up): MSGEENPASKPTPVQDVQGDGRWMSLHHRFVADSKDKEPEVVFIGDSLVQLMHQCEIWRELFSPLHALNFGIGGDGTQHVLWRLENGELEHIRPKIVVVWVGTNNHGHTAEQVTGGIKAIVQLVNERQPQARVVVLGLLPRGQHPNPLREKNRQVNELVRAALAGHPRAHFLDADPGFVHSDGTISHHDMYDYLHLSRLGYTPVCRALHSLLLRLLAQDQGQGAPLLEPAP
# An asterisk follows results filed as active; . = no result given; & = joins results of further samples. A portion of the library; count on the stated rates, not on these rows.
SMILES,Fam108B inh,PME-1 inh,PAFAH2 inh,PAFAH1B2 FP inh,GSTO1 inh,PAD4 inh,pPAFAH inh,LYPLA1 inh,PAFAH1B3 FP inh
O=C(NNS(=O)(=O)c1ccc(Br)cc1)C1CCCCC1,2,-2,7,28*,2,-8,1,-1,6
COc1ccc(CN2CCNC(=O)C2CC(=O)NC2CCCCCCC2)cc1C (centres undefined),-4,0,3,6,5,0,3,6,4
COc1ccc(F)cc1S(=O)(=O)NC1CC(C)(C)NC(C)(C)C1,-4,3,-7,-4,2,-2,-2,2,-2
Cc1ccc(C)c(N2CCN(C(=O)CCCn3ncn4c(cc5occc54)c3=O)CC2)c1,0,-1,6,-1,0,-3,7,-8,0
Clc1ccc(-c2csc(-c3cccnc3)n2)s1,2,-1,-1,-8,-14,-2,0,-3,-2
O=C(N/N=C/c1ccccn1)c1cc(C2CC2)nc2ccccc12,0,-4,-3,0,1,-4,1,-1,8
CNC(=O)Nc1ccccc1F,-3,-6,-10,-1,-3,-2,4,-2,-1
NC(=S)NNc1cc(Cl)cc(Cl)c1,0,4,6,4,4,-4,3,-1,6
Cc1ccccc1SCC(=O)OCC(=O)N1CC(=O)Nc2ccccc21,.,.,13,11,.,-6,15,.,13
CC(C)(C)C(=O)NC(=C(Cl)Cl)P(=O)(O)O,3,1,-8,-3,11,-1,3,2,6
O=C(CCCn1c(=S)[nH]c2ccsc2c1=O)NCc1ccco1,5,-1,-6,-1,13,-1,3,0,3
CCn1cnc2c(oc3ccccc32)c1=O,8,0,2,0,1,0,-2,1,-3
Cc1ccc(/C(O)=C2/C(=O)C(=O)N(CC(=O)O)C2c2ccc([N+](=O)[O-])cc2)cc1 (centres undefined),-5,5,1,7,1,-2,37*,3,6
COc1ccc(N(CC(=O)N/N=C/c2cccnc2)S(=O)(=O)c2ccccc2)c(OC)c1,-2,5,-2,0,3,-3,3,0,4
COc1cccc(C(=O)Nc2ncc3c(n2)CC(C)CC3=O)c1 (centres undefined),5,-1,5,7,1,0,3,4,6
OCc1cn(-c2ccccc2)nc1-c1ccc2c(c1)OCCO2,-3,-1,10,4,-5,-3,4,-3,10
Cn1c(Cc2ccccc2)nnc1SCC(=O)NCCc1ccccc1,-3,0,-2,-1,4,0,1,7,0
CCN1CCN(C(=O)C2CCN(S(=O)(=O)c3cccc4cccnc34)CC2)CC1,1,3,-3,2,5,3,0,2,1
COc1cc(C(F)(F)F)nc2c(Br)c(C(C)(C)C)nn12,-2,-4,.,.,-4,-2,8,2,.
CC1(C(=O)Nc2cccc3ccccc23)CC1(Br)Br (centres undefined),4,-1,16,4,16,0,10,0,4

# PAFAH1B2 FP inh, what is marked active above
mol,PME-1 inh,PAFAH2 inh,PAFAH1B2 FP inh,PAD4 inh,pPAFAH inh,PAFAH1B3 FP inh
O=C(NNS(=O)(=O)c1ccc(Br)cc1)C1CCCCC1,-2,7,28*,-8,1,6

# (more compounds)
SMILES,Fam108B inh,PME-1 inh,PAFAH2 inh,PAFAH1B2 FP inh,GSTO1 inh,PAD4 inh,pPAFAH inh,LYPLA1 inh,PAFAH1B3 FP inh
O=C(CSc1nc(C2CC2)nc2ccccc12)N1c2ccccc2Sc2ccc(C(F)(F)F)cc21,-2,2,1,0,-14,0,0,-5,-7
C#CCCc1ccccc1/C=[N+](/C)[O-],.,1,-2,3,.,0,6,3,-1
COc1ccccc1CNC(=O)COC(=O)COc1ccccc1Cc1ccccc1,-1,6,9,8,2,-1,2,2,-1
CCCC(=O)Nc1ccc2c(c1)c1ccccc1n2CC,0,1,-2,3,-1,3,8,5,7
CCc1ccc(NC(=S)N2CCCCCCC2)cc1,0,3,-5,3,4,0,2,-3,7
O=C(c1cnn2c(C(F)(F)F)cc(-c3ccco3)nc12)N1CCc2ccccc2C1,3,6,6,-1,1,-1,4,-2,8
N#Cc1ccc(/C=C/C(=O)c2cccnc2)cc1,-3,5,5,-3,-9,0,5,2,1
CCn1cc(CN2CCC(n3nccc3NC(=O)CCOc3ccccc3)CC2)c(C)n1,-1,-6,4,6,-1,0,2,-2,2
CSCCC(NC(=O)c1ccco1)C(=O)NCC(C)(C)N1CCOCC1 (centres undefined),.,1,4,-5,.,5,3,2,9
Cc1ccc2c(CN3CCC(C(N)=O)CC3)cc(=O)oc2c1C,-4,-2,10,0,5,-1,-6,1,-4
CCCN1CCN(C(=O)CN2C(=O)COc3ccc(S(=O)(=O)N(CC)CC)cc32)CC1,2,-6,-1,0,2,-4,3,1,-1
NC(=O)NO,0,2,-1,0,15,1,3,0,6
COC(=O)CC(NC(=O)c1ccco1)c1ccc(C(C)C)cc1 (centres undefined),-1,-2,3,3,-3,1,6,1,4
CCOc1ccc(C2C(C#N)=C(N)SC(N)=C2C#N)cc1OCC,-12,-17,-57,-24,-23,-15,6,-14,-22
N#Cc1cc2c(nc1SCc1ccncc1)CCC2,-2,2,-1,7,3,1,2,-4,5
Cc1cccc(C(=O)OCC(=O)c2cccc(Br)c2)c1O,0,7,-2,-6,3,-2,0,2,-3
CCC(C)[C@H]1CNC(=S)N1CCC12CC3CC(CC(C3)C1)C2 (some centres undefined),-1,-3,-4,2,-6,9,0,-6,9
CCOc1ccc(CN(C)CC(=O)Nc2cc(OC)c([N+](=O)[O-])cc2C)cc1,0,2,-2,3,2,0,5,1,1
CCN(CC)CCn1c2c(c(SCC(=O)Nc3nc(C)cs3)nc1=O)CCCC2,5,-3,8,0,24,6,0,-1,13
COc1ccc2[nH]c3c(c2c1)CCN1C(=O)C(CC(=O)NCc2ccc(OC)c(OC)c2)C[C@H](C(=O)N2CCOCC2)[C@@]31CCC1CCCC1 (some centres undefined),.,.,-3,2,.,2,3,.,6

# Limited to PAFAH1B2 FP inh, Fam108B inh and PME-1 inh, for 2 of the compounds above:
structure	PAFAH1B2 FP inh	Fam108B inh	PME-1 inh
Cn1c(Cc2ccccc2)nnc1SCC(=O)NCCc1ccccc1	-1	-3	0
CCCN1CCN(C(=O)CN2C(=O)COc3ccc(S(=O)(=O)N(CC)CC)cc32)CC1	0	2	-6

# (list continues)
SMILES,Fam108B inh,PME-1 inh,PAFAH2 inh,PAFAH1B2 FP inh,GSTO1 inh,PAD4 inh,pPAFAH inh,LYPLA1 inh,PAFAH1B3 FP inh
C=CCNC(=O)c1ccc2nc(-c3ccccc3)c(-c3ccccc3)nc2c1,-5,-9,-5,2,1,-14,-4,-6,5
Cc1ccc(C(=O)N/C(=C\c2ccco2)C(=O)NCCCn2ccnc2)cc1C,-1,-1,0,0,-2,-5,0,2,-1
CN(c1ccccc1)S(=O)(=O)c1ccc(NC(=O)C2CC2)cc1,4,-2,2,0,-1,-3,-2,-1,4
Nn1c(SCC(=O)N2CCN(S(=O)(=O)c3ccc(Cl)cc3)CC2)nnc1-c1cccs1,1,10,4,23,-8,1,31*,-2,-1
O=C(/C=C/c1ccc(O)c(O)c1)O[C@@H]1C[C@](O)(C(=O)O)C[C@@H](O)[C@H]1O,0&-5,0&-4,-8&-8,5&-4,10&12,-2&-2,1&-9,4&0,8&5
CCOC(=O)c1ccc(N2C(=O)CC(SCC(N)C(=O)OCC)C2=O)cc1 (centres undefined),-2,-7,-1,2,11,-2,-1,1,13
COc1cc(NC(=O)CSc2nnnn2-c2ccccc2)cc(OC)c1OC,7,1,-1,-2,4,-3,3,4,6
CCOC(=O)Nc1cc2c(C)cc(=O)oc2cc1C,1,-3,2,3,-3,-5,4,-1,-5
COc1ccc(OC)c(S(=O)(=O)N2CCC(C(=O)NCc3ccncc3)CC2)c1,-1,6,14,2,-3,3,3,-2,-5
O=C(N/N=C/c1ccc2c(c1)OCO2)c1ccc(Cl)cc1Cl,-3,8,16,10,-1,-1,2,-3,-2

# Six entries drawn at random from those above, as already listed:
SMILES,Fam108B inh,PME-1 inh,PAFAH2 inh,PAFAH1B2 FP inh,GSTO1 inh,PAD4 inh,pPAFAH inh,LYPLA1 inh,PAFAH1B3 FP inh
COc1cc(NC(=O)CSc2nnnn2-c2ccccc2)cc(OC)c1OC,7,1,-1,-2,4,-3,3,4,6
COc1ccc(OC)c(S(=O)(=O)N2CCC(C(=O)NCc3ccncc3)CC2)c1,-1,6,14,2,-3,3,3,-2,-5
CN(c1ccccc1)S(=O)(=O)c1ccc(NC(=O)C2CC2)cc1,4,-2,2,0,-1,-3,-2,-1,4
Nn1c(SCC(=O)N2CCN(S(=O)(=O)c3ccc(Cl)cc3)CC2)nnc1-c1cccs1,1,10,4,23,-8,1,31*,-2,-1
CCOC(=O)c1ccc(N2C(=O)CC(SCC(N)C(=O)OCC)C2=O)cc1 (centres undefined),-2,-7,-1,2,11,-2,-1,1,13
C=CCNC(=O)c1ccc2nc(-c3ccccc3)c(-c3ccccc3)nc2c1,-5,-9,-5,2,1,-14,-4,-6,5

# Nothing new here: an excerpt of the list.
SMILES,Fam108B inh,PME-1 inh,PAFAH2 inh,PAFAH1B2 FP inh,GSTO1 inh,PAD4 inh,pPAFAH inh,LYPLA1 inh,PAFAH1B3 FP inh
COc1cc(NC(=O)CSc2nnnn2-c2ccccc2)cc(OC)c1OC,7,1,-1,-2,4,-3,3,4,6
CCOC(=O)Nc1cc2c(C)cc(=O)oc2cc1C,1,-3,2,3,-3,-5,4,-1,-5
COc1ccc(OC)c(S(=O)(=O)N2CCC(C(=O)NCc3ccncc3)CC2)c1,-1,6,14,2,-3,3,3,-2,-5
O=C(N/N=C/c1ccc2c(c1)OCO2)c1ccc(Cl)cc1Cl,-3,8,16,10,-1,-1,2,-3,-2
